Epigenetic reg = Quantitative High-Throughput Screen for Regulators of Epigenetic Control | AID 1865, 2009 | 280,000 compounds, 0.2% hits | murine LDR cells, GFP reporter derepression, 30 h | Potency, µM (series often up to 53.9 µM), without a hit: top-dose GFP activation, usual class: activators; also: potency is read from the fitted curve at half-maximal effect; % of control where 0% means no effect; nearly all actives have a fitted effect of over 60% in size
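In this reporter-derepression format, murine cells bearing a silenced integrated CMV-GFP locus incubate with test compound (30 h, 37 C), then are washed and imaged; fluorescent objects of 20–120 um count as induced cells.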
L3MBTL1 block = qHTS Assay for the Inhibitors of L3MBTL1; Lethal(3)malignant brain tumor-like protein 1 (Homo sapiens), Q9Y468; AlphaScreen L3MBTL1–H3K9me1 peptide binding; Potency, µM (top dose mostly 57.1 µM), for inactives: at the top dose activity, negative = inhibition, actives largely listed as inhibitors; 230,000 compounds, 0.66% hits; AID 485360, 2010; also: potency is read from the fitted curve at half-maximal effect; % is scaled to controls: 0 for no effect and ±100 for the full control effect; nearly all actives have a fitted effect of over 60% in size
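Read-out is AlphaScreen signal from streptavidin donor and nickel chelate acceptor beads (10 ug/mL final each) bridging L3MBTL1 (50 nM) and biotinylated K9-monomethylated H3(1-15) peptide (75 nM), after 30 min compound exposure at room temperature.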
HttQ103 aggreg = qHTS Multiplex Assay to Identify Dual Action Probes in a Cell Model of Huntington: Aggregate Formation (GFP); PC12 HttQ103-GFP aggregates, Acumen cytometry, 40 h; Potency, µM (doses to about 46.1 µM), without a hit: at the highest dose activity change, negative = inhibition, usual class: inhibitors; 220,000 compounds, 1.1% hits; also: potency is read from the fitted curve at half-maximal effect; % is scaled to controls: 0 for no effect and ±100 for the full control effect; nearly all actives have a fitted effect of over 60% in size
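Quantitative HTS on tebufenozide-induced (100 nM) PC12 cells stably expressing polyQ103 Huntingtin exon 1–GFP. Reduction of bright GFP aggregates, detected by laser scanning cytometry after lysis, identified actives across the titration.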
CBFb-RUNX1 inh = qHTS Assay for Compounds Blocking the Interaction Between CBF-beta and RUNX1 for the Treatment of Acute Myeloid Leukemia; Runt-related transcription factor 1 (Homo sapiens) + Core-binding factor subunit beta …; AlphaScreen CBFb-His/RUNX1-biotin binding, biochemical; Potency, µM (top dose mostly 59.8 µM), inactives show at the top dose activity, negative = inhibition, usual class: inhibitors; 230,000 tested, under 10 active; AID 1477, 2009; also: % of control where 0% means no effect
Target sequence (Q01196 whole entry, looked up): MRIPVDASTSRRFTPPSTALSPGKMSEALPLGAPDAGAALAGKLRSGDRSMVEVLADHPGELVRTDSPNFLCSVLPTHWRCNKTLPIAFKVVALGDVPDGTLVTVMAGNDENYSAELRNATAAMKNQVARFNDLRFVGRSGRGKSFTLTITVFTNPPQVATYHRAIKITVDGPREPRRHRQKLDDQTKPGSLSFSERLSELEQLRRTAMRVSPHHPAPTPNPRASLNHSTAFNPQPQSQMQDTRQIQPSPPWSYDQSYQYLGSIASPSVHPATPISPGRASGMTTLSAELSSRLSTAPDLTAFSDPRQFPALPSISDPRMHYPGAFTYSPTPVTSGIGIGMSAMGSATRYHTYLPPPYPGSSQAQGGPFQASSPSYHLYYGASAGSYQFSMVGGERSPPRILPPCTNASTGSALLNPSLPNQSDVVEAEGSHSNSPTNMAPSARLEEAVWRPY
Target sequence (Q13951 whole entry, looked up): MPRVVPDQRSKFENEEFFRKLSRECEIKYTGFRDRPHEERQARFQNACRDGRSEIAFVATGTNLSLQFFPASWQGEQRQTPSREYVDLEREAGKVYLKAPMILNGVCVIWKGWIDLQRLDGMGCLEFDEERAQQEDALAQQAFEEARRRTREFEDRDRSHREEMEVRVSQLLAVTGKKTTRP
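His-tagged CBF-beta and biotinylated RUNX1 (30 nM each) were premixed 20 min at room temperature, exposed to compound for 15 min, then given nickel-chelate and streptavidin AlphaScreen beads (50 ng each). After 90 min, AlphaScreen signal was read.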
KinaseGlo FLuc = Counterscreen for Luciferase (Kinase-Glo TM) Inhibition; Kinase-Glo luciferase, ATP luminescence, 8 min; 200,000 compounds, 0.28% hits; Luciferin 4-monooxygenase (Photuris pensylvanica), Q27757; Potency, µM (titrated, usually from 38.3 µM), inactives show at the top dose activity change, negative = inhibition, actives largely listed as inhibitors; also: potency is read from the fitted curve at half-maximal effect; % is scaled to controls: 0 for no effect and ±100 for the full control effect; nearly all actives have a fitted effect of over 60% in size
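Kinase-Glo luciferase light output from ATP and luciferin was measured with 10 uM ATP, within the enzyme's linear range. Buffer: 50 mM imidazole pH 7.2, 50 mM KCl, 7 mM MgCl2, 0.01% Tween 20, 0.05% BSA; luminescence read after 8 min at ambient temperature.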
NPSR antagonist = qHTS Assay for Antagonists of the Neuropeptide S Receptor: cAMP Signal Transduction; Potency, µM (series often up to 38.3 µM), for inactives: top-dose activity change, negative = inhibition, actives largely listed as inhibitors; 220,000 compounds, 1% hits; AID 1461, 2008; Q6W5P4; CHO-NPSR cells, cAMP TR-FRET, antagonist mode; also: potency is read from the fitted curve at half-maximal effect; % is scaled to controls: 0 for no effect and ±100 for the full control effect; nearly all actives have a fitted effect of over 50% in size; many of its hits are not listed in these tables
Target sequence (Q6W5P4 whole entry, looked up): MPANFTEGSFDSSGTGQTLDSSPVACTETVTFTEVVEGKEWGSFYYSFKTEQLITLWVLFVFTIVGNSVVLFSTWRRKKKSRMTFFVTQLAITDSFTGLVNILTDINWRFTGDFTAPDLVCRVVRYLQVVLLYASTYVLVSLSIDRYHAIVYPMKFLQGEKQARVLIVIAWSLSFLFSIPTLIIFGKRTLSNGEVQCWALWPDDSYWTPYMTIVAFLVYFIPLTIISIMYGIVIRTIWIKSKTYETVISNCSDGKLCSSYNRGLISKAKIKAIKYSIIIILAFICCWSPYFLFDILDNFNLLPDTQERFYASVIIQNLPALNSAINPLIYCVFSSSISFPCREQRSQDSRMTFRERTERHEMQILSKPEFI
IMPase Li inh = qHTS Assay for Identifying the Cell-Membrane Permeable IMPase Inhibitors: Potentiation with Lithium; 210,000 compounds, 0.35% hits; Potency, µM (series often up to 59.4 µM), inactives show at the top dose activity, negative = IMPase inhibition, hits mostly inhibitors; CHO-M1 cells, IP1 TR-FRET (IP-One), carbachol + lithium; AID 1457, 2008;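 also: IP1 builds up when IMPase is blocked and the TR-FRET signal falls; potency is read from the fitted curve at half-maximal effect; plate controls were basal vehicle for no effect and high inhibitor control for full effect; nearly all actives have a fitted effect of over 50% in size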
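CHO cells stably expressing M1 receptor (2000/well, cultured 16–30 h) treated 30 min at 37C with compound plus low lithium. Cytosolic IP1 by TR-FRET (665/620 ratio and 620 channel) after 10 min lysis; AC50 by Hill fit.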
Active calls of the source: *; u = inconclusive; x = no result given; & = joins results of further samples; [ ] = dose if it differs, or a comment. Calls follow the shape of the dose curve; as a rule, active = well fitted curve in the direction sought with a large enough effect; inconclusive = small, poorly fitted or top-dose-only effect, or another doubt; inactive = no such curve, though single readings can be large; an effect the other way counts as inactive or inconclusive. This is a subset; count on the stated rates, not on these rows.

SMILES	Epigenetic reg	L3MBTL1 block	HttQ103 aggreg	CBFb-RUNX1 inh	KinaseGlo FLuc	NPSR antagonist	IMPase Li inh
Cn1nnnc1SCC(=O)Nc1ccc(N2CCOCC2)cc1	4.1%	4.1%	8.3%	-5.4%	-6.1%	-4.3%[46.1 µM]	-4.2%[38.3 µM]
COc1cc(OC)nc(-n2ncc(OC)c(Br)c2=O)n1	0.4%	2.6%	-4.2%	4.7%	0.5%	9.0%	-2.3%
Cc1ccc(-c2nnc(SCC(=O)NC(=O)Nc3ccc(C)cc3C)n2N)cc1	0.0%	6.2%	-3.3%	-9.2%	-0.7%	-12.0%[46.1 µM]	-1.8%
CCn1cc(C(=O)O)c(=O)c2cc(F)c(N3CCN(S(=O)(=O)c4ccc(NC(C)=O)cc4)CC3)cc21	3.4%	-16.0%	u	-4.2%	2.3%	8.1%	-0.5%
COC(=O)C1=C(C)N(CCc2cc(OC)c(OC)c(OC)c2)C(=O)N[C@H]1c1ccccc1	x	x	x	0.0%[13.1 µM]	-2.2%[7.66 µM]	x	5.7%
S=C(NCc1cccs1)Nc1cccc(Cl)c1Cl	-0.9%	10.8%	u	-7.0%	x	-4.5%[46.1 µM]	x
CCn1c(=O)cc(SCC(=O)NCCN2CCN(Cc3ccccc3)CC2)c2ccccc21	-0.9%	-7.5%	u	-8.9%	8.1%	-21.4%[46.1 µM]	-17.0%
O=C(COc1cccc(-n2cnnn2)c1)NC1CCCCC1	1.1%	0.6%	x	5.9%	1.7%	-5.0%	3.6%
CC(=O)c1ccc(N2CCN(CC(=O)Nc3ccccc3N3CCOCC3)CC2)cc1	-1.1%	x	-8.9%	1.3%	-0.4%	-9.8%	-3.5%
COCCn1c(SCC(=O)NNC(=O)c2ccccc2)nc2ccccc2c1=O	-0.9%	-5.0%	-2.9%	-0.8%	x	2.7%[46.1 µM]	x
Cc1cc(-c2nnc(SCC(=O)Nc3ccc(C(F)(F)F)cc3)n2C)no1	7.4%	0.0%	0.6%[9.22 µM]	1.4%	x	-9.6%	x
Cc1cccc(-n2c(=O)cc(N3CCN(c4ccc(F)cc4)CC3)[nH]c2=O)c1	-2.0%	-1.5%	-22.6%	-3.7%	1.2%	-12.0%[46.1 µM]	2.7%
O=c1c2ccccc2ncn1-c1ccc(Cl)cc1	1.1%&-0.2%	8.0%&2.8%	0.0%&11.9%[9.22 µM]	6.9%&6.1%	x	21.6%&4.8%	x
COCCn1c(SCC(=O)Nc2ccc(Cl)cn2)nc2ccccc21	0.0%	x	2.5%[9.22 µM]	5.1%	2.4%	-10.6%[46.1 µM]	25.2%[38.3 µM]
COC(=O)c1sc(-c2ccc(Cl)cc2)cc1NC(=O)COCC(=O)O	0.2%	x	4.4%[9.22 µM]	2.3%	x	-40.8%	x
CCCc1cc(=O)[nH]c(SCC(=O)Nc2ccc(Br)cc2)n1	0.0%	8.1%	5.2%[9.22 µM]	5.4%	x	9.3%	x
Cc1ccc(C)c(N2CCN(c3ccc(N4C(=O)COCC4=O)cc3[N+](=O)[O-])CC2)c1	-1.8%	-7.6%	-3.8%	-22.5%	0.0%	5.6%	-3.6%
O=C(NC1CCCC1)C(c1ccc(Cl)cc1)N1CCN(C2CCCCC2)CC1 (stereo unspecified)	7.2%	9.6%	-2.4%[9.22 µM]	6.9%	x	4.3%	x
Cc1cccc(Nc2nc(NC(C)C)nc(Oc3ccc(=O)n(C)n3)n2)c1	0.0%	-0.3%	15.9%	1.1%	11.1%	1.0%[46.1 µM]	-2.9%[38.3 µM]
COCCn1c(CN2CCN(c3ccc(F)cc3)CC2)nc2c1c(=O)n(C)c(=O)n2C	-0.1%	7.2%	7.5%[9.22 µM]	7.1%	x	-2.1%	-8.0%
COc1ccc([N+](=O)[O-])c(OC)c1C(=O)NC(=O)Nc1c(F)cc(F)cc1F	-0.4%	-6.2%	5.1%[9.22 µM]	0.7%	x	20.9%	x
Cn1nc(-c2ccccc2)c(N2CCCCC2)cc1=O	-5.0%	-9.7%	11.2%[9.22 µM]	-2.9%	2.6%	10.0%	2.6%
COc1ccc(N(CC(=O)N2CCc3ccccc32)S(=O)(=O)c2c(C)n[nH]c2C)cc1	0.0%	-6.3%	23.8%	3.4%	-4.0%	-26.9%[46.1 µM]	6.6%[38.3 µM]
Cc1ccc(Nc2ccc(C(=O)O)cc2N)cc1	0.0%	-3.3%	24.4%	-6.5%	-11.1%	-24.6%[46.1 µM]	9.2%[38.3 µM]
O=C(COc1ccccc1)NC1CCCCC1	-1.5%	13.0%	-2.4%	6.3%	-1.8%	6.5%	-6.8%

Brought forward from above: 2 entries, then new ones.
SMILES	Epigenetic reg	L3MBTL1 block	HttQ103 aggreg	CBFb-RUNX1 inh	KinaseGlo FLuc	NPSR antagonist	IMPase Li inh
Cc1ccc(Nc2ccc(C(=O)O)cc2N)cc1	0.0%	-3.3%	24.4%	-6.5%	-11.1%	-24.6%[46.1 µM]	9.2%[38.3 µM]
O=C(COc1ccccc1)NC1CCCCC1	-1.5%	13.0%	-2.4%	6.3%	-1.8%	6.5%	-6.8%
COc1ccccc1-c1c(C(F)(F)F)oc2cc(OCC(=O)Nc3ccccc3C(F)(F)F)ccc2c1=O	0.0%	1.5%	2.4%	0.4%	0.8%	-47.5%	-4.1%
COc1ccc(CCNC(=O)c2ccc(Cl)cc2)cc1	-0.6%	x	8.1%	0.3%	-0.8%	-5.5%[46.1 µM]	13.0%[38.3 µM]
CCCCCC(=O)Nc1cccc(C2=NOC3(C2)C[C@@H](C(N)=O)N(C(=O)c2cc([N+](=O)[O-])cc([N+](=O)[O-])c2C)C3)c1 (stereo partly specified)	-7.6%	x	u	6.6%	x	-17.1%	x
O=C(Cn1nnc(-c2ccccc2)n1)N/N=C/c1cc([N+](=O)[O-])ccc1O	-1.1%	u	6.8%	-3.7%	2.9%	13.6%	-6.9%
C/C=C/C(=O)OCC(=O)Nc1ccc(F)cc1Cl	-0.9%	5.0%	-9.4%	1.4%	-1.5%	-14.1%[46.1 µM]	-2.7%[38.3 µM]
CC[C@H](CC[C@@H](C)C1CC[C@H]2[C@@H]3CC=C4C[C@@H](O)CC[C@]4(C)[C@H]3CC[C@]12C)C(C)C (stereo partly specified)	1.0%	x	x	-1.0%[21.7 µM]	0.7%	x	3.3%
O=C(CSc1nnc(SCc2ccccc2Cl)s1)N/N=C/c1c[nH]c2ccccc12	-1.0%	-12.7%	11.9%	4.5%	0.7%	-8.9%	14.1%
Cc1ccc2c(c1)nnn2C1CCN(CC(=O)NNC(=O)c2ccco2)CC1	3.8%	3.0%	25.8%[9.22 µM]	-8.3%	-1.9%	-10.4%	-5.6%
O=S(=O)(NC1CCCc2ccccc21)c1cnc[nH]1 (stereo unspecified)	1.2%	x	1.8%	-0.1%	2.3%	-16.3%[46.1 µM]	26.8%[38.3 µM]
COc1cc(/C=C/C(=O)O)ccc1OCc1ccccc1C#N	2.1%	7.3%	7.3%	-6.1%	1.7%	-19.5%	1.6%
Cc1ccc(NC(=O)c2ccc(CNc3c(N4CCOCC4)c(=O)c3=O)cc2)cc1	0.8%	x	8.9%	6.0%	-0.7%	-7.4%[46.1 µM]	7.4%[38.3 µM]
COC(=O)Nc1ccc(NC(C)=O)cc1	-2.1%	4.0%[11.4 µM]	-1.8%	5.7%	-0.8%	8.4%[46.1 µM]	26.6%[38.3 µM]
COC(=O)CNS(=O)(=O)c1ccc(Cc2ccc(S(=O)(=O)NCC(=O)OC)cc2)cc1	1.1%	5.0%	-5.8%	9.4%	-2.3%	-8.1%[46.1 µM]	-25.8%[38.3 µM]
Cc1ccc(C)c2sc(NC(=O)c3ccc(N4CCCCC4)c([N+](=O)[O-])c3)nc12	-1.1%	5.2%	-16.6%	-6.5%	-3.2%	-4.1%[46.1 µM]	6.1%[38.3 µM]
COc1ccc(CNC(=S)Nc2ccc(S(N)(=O)=O)cc2)cc1	1.1%	-10.5%	-7.5%	-6.6%	1.8%	2.6%	7.8%
CC1CC(C)CN(S(=O)(=O)c2ccc(C(=O)Nc3sccc3C(N)=O)cc2)C1 (stereo unspecified)	0.0%	-1.5%	-26.2%	12.6%	-2.0%	u	32.2%[activator][38.3 µM]
O=C1C2=C(S[C@@H]3O[C@H](CO)[C@@H](O)[C@H](O)[C@H]3O2)C(=O)c2ccccc21	1.1%	x	x	11.4%	-8.0%	x	11.2%
N=C(N)c1ccc(OCCCCCOc2ccc(C(=N)N)cc2)cc1	0.0%	5.4%	u	7.5%	-1.5%	-4.8%	10.7%&-0.9%&5.6%&8.6%
Cn1c(SCC(=O)N/N=C/c2ccc(O)c(O)c2)nc2ccccc21	-1.1%	x	37.1%[9.22 µM]	3.1%	x	7.5%	x
CCOC(=O)c1ccc(NC(=O)CN2CCN(Cc3ccccc3)CC2)cc1	-4.5%	1.4%	-6.9%	6.2%	0.9%	0.9%	11.6%
O=C(c1ccoc1)N1CCC2(CC1)Oc1ccc(Cl)cc1C(=O)C21CC(c2ccccc2)=NO1 (stereo unspecified)	0.0%	x	-38.3%[9.22 µM]	-8.5%	x	-19.5%	x
COc1ccc(-n2ccnc2CN2CCN(C3CCCC3)C(CCO)C2)cc1 (stereo unspecified)	-1.1%	-14.6%	-2.3%[9.22 µM]	0.7%	-0.3%	-18.0%	19.1%
O=C(O)c1ccccc1NS(=O)(=O)c1ccc(NNC(=S)Nc2ccc(OC(F)F)cc2)c([N+](=O)[O-])c1	-2.8%	x	-6.3%	x	u	-26.5%	21.7%
CN1CCC(NC(=O)c2cccs2)CC1	-1.7%	-9.4%	-6.3%	7.2%	-3.1%	0.9%[46.1 µM]	9.1%[38.3 µM]
CCC(C(=O)OCC(=O)Nc1c(Cl)cccc1Cl)c1ccccc1 (stereo unspecified)	0.0%	1.8%	12.9%	10.9%	3.3%	-0.5%	3.4%
O=C(NCc1ccncc1)C(=O)C1C(=O)Nc2ccccc21 (stereo unspecified)	0.2%	22.1%	-19.7%	-0.5%	0.1%	1.7%	-1.7%
Clc1ccc(SCc2cn3ccsc3n2)cc1	-0.2%	-6.0%	-8.1%	-7.1%	-5.0%	-1.0%[46.1 µM]	-2.1%[38.3 µM]

Bioassay records as filed in PubChem BioAssay.
